# Screening results deposited in PubChem BioAssay by National Center for Advancing Translational Sciences (NCATS).
# AmpC inh det – Promiscuous and Specific Inhibitors of AmpC Beta-Lactamase (assay with detergent); P00811; purified AmpC, nitrocefin hydrolysis with detergent; Potency, µM (highest dose often 28.7 µM), without a hit: top-dose activity change, negative = inhibition; 0.09% of 71,000 active; AID 584, 2007; active = well fitted curve in the direction sought with a large enough effect
# Target sequence (P00811 whole entry, looked up): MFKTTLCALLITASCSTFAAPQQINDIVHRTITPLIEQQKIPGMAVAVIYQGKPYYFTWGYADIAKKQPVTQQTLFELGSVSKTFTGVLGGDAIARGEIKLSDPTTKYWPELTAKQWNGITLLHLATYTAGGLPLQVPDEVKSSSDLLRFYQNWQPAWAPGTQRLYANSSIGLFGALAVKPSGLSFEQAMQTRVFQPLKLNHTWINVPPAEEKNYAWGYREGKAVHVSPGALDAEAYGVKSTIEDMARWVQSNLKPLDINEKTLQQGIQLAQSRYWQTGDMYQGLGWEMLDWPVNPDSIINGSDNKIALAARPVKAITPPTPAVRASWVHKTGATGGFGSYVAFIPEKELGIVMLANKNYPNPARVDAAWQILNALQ
#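 E. coli AmpC (5.3 nM) in 20 mM phosphate pH 7.0 with 0.01% Triton X-100, preincubated 15 min RT with compound; nitrocefin (2 uL of 800 uM stock) hydrolysis followed by 480 nm absorbance every 20 s over 4 min.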
# * marks the source's active call; other numbers are inactive results; [ ] = remark or other dose. % is scaled to controls: 0 for no effect and ±100 for the full control effect; potency is read from the fitted curve at half-maximal effect. Only part of the results is shown; rates above refer to the full screens.
No.	mol	AmpC inh det
1	O=C1C=CC2=C3c4cc(O)c(O)cc4C[C@@]3(O)COC2=C1O	-14%
2	CCCCNC(=O)CCCn1c(=O)c2ccccc2n(CC(=O)NCCC2=CCCCC2)c1=O	10%
3	CC(C)Sc1nc2c(c(=O)[nH]c(=O)n2C)n1C	-2%
4	C=CCN(C(=O)CNC(=O)c1ccco1)C(C(=O)NC1CCCCC1)c1ccc(F)cc1 (stereo not given)	16%
5	CCn1ccnc1C(O)c1cccc(OC)c1OC (stereo not given)	12%
6	C[C@@H]1C(=O)N(C)C(=O)c2nc[nH]c21	-1%
7	CCCn1c(=N)n(CC(O)c2ccco2)c2ccccc21 (stereo not given)	-5%
8	COCCCNC(=O)c1ccc2c(c1)ncn2-c1ccccc1OC	-3%
9	COc1ccccc1NC(=O)CCN1CCN(CCC(=O)Nc2ccccc2OC)CC1	1%
10	Cn1c(=O)c2c(ncn2CC(=O)N2CCN(c3ccccc3)CC2)n(C)c1=O	-2%
11	N#CC(C(=O)C12CC3CC(CC(C3)C1)C2)c1nc2ccccc2[nH]1 (stereo not given)	-6%
12	CC[C@H](CO)NC(=O)[C@@H]1C=C2c3cccc4c3c(cn4C)C[C@@H]2N(C)C1	-1%
13	COc1ccc(S(=O)(=O)N2CCCN(CCC(=O)Nc3cccc(C(F)(F)F)c3)CC2)cc1	13%
14	CCc1nc(SCC(=O)N2CCC(C)CC2)c2c(=O)n(C)c(=O)n(C)c2n1	9%
15	CN1C(=S)SC(C)(NO)C1(C)C (stereo not given)	-2%

# Fetched by compound from the list above, two records:
No.	mol	AmpC inh det
13	COc1ccc(S(=O)(=O)N2CCCN(CCC(=O)Nc3cccc(C(F)(F)F)c3)CC2)cc1	13%
7	CCCn1c(=N)n(CC(O)c2ccco2)c2ccccc21 (stereo not given)	-5%

# New compounds follow:
No.	mol	AmpC inh det
16	CCOc1ccc(/C(O)=C2\C(=O)C(=O)N(CCN(C)C)C2c2cccc(OC)c2OC)cc1Cl (stereo not given)	-4%
17	O=C(Cn1cnc2c(cnn2-c2ccc(F)cc2)c1=O)N1CCN(c2ccccc2)CC1	12%
18	Nc1nc(SCC(=O)C23CC4CC(CC(C4)C2)C3)n[nH]1	14%
19	Cc1ccc(-n2nnnc2SCC(=O)N2CCc3ccccc3C2)c(C)c1	-5%
20	O=C(CN1CCCC1=O)NC1(C(F)(F)F)NC(=O)N(Cc2ccccc2)C1=O (stereo not given)	-5%
21	O=c1c(-c2ccc(F)c(F)c2)nc2cncnc2n1Cc1ccccc1	2%
22	CCn1c2ccccc2c2cc(NC(=O)c3ccco3)ccc21	8%
23	O=C(Nc1ccc2c(c1)OCO2)C1Cc2ccccc2CN1S(=O)(=O)c1cccs1 (stereo not given)	-6%
24	O=C(CCCCn1c(=O)c2ccccc2n(CC(=O)Nc2ccc(F)cc2)c1=O)NCc1ccco1	-2%
25	Cc1nn(C)c(C)c1S(=O)(=O)N(CC(=O)NCCN1CCOCC1)c1ccc(C(C)C)cc1	6%
26	O=C(Cc1ccccc1)Nc1ccc(NC(=O)C2CC2)nc1	-1%
27	CC(=O)C(C(C)=O)C(NC(=O)c1cccnc1)(C(F)(F)F)C(F)(F)F	-6%
28	O=C(Cn1cnc2ccccc21)Nc1cc(C(F)(F)F)ccc1N1CCOCC1	-4%
29	c1ccc2c(c1)Cc1cc(CN3CCOCC3)ccc1-2	-1%
30	CNC(=O)CN(C1CCCCC1)S(=O)(=O)c1ccc(OC)c(Cl)c1	-5%
31	C=CCn1c(=O)c2ccccc2n2c(SCc3nc(N)nc(Nc4ccccc4C)n3)nnc12	-6%
32	NNc1nncn1N	-4%[5.75 µM]
33	Cc1ccc(-c2ccc(/C=N/n3cnnc3)o2)cc1Cl	6%
34	COc1cc(C2C(C#N)=C(C)NC3=C2C(=O)c2ccccc23)cc(OC)c1OC (stereo not given)	-5%
35	CC(O)CNc1nc2c(c(=O)n(C)c(=O)n2C)n1Cc1cccc(Br)c1 (stereo not given)	0%
36	O=C(NCc1ccco1)c1ccc(COCC(F)(F)F)cc1	-3%
37	CCOC(=O)N1CCC(Nc2c(-c3ccc(C)cc3)c(=O)c2=O)CC1	-2%
38	CCn1c(=O)cc(OCC(=O)Nc2ccccc2C#N)c2ccccc21	6%
39	Cc1ccc(S(=O)(=O)N2CCCN(S(=O)(=O)c3ccc(C)cc3)CC2)cc1	-3%
40	CCOC(=O)N1CCN(S(=O)(=O)c2c(C)[nH]c(=O)[nH]c2=O)CC1	-6%
41	CC1=C(C(=O)OCC2CCCO2)C(c2ccncc2)C2=C(CCCC2=O)N1 (stereo not given)	5%
42	O=C(CSc1nc2ccccc2[nH]1)N1CCN(c2ccccc2)CC1	9%
43	CCOC(=O)N1CCC(NC(=O)C2CCCN2C(=O)OCc2ccccc2)CC1 (stereo not given)	-1%
44	COc1ccc2oc(=O)c(C(=O)NCC3CCCO3)cc2c1 (stereo not given)	0%
45	COc1cccc(C(=O)CSc2nnc(-c3ccco3)n2CC2CCCO2)c1 (stereo not given)	6%
46	CCOc1cc2[nH]c(=O)n(CC3CCC(C(=O)NC(C)CC)CC3)c(=O)c2cc1OCC (stereo not given)	2%
47	CCCCNc1c(C(=O)OCC)c(=O)[nH]c2ccccc12	5%
48	COc1ccc(OC)c(NC(=O)CCN2CCC(C)CC2)c1	8%
49	CSc1ccccc1C(=O)Nc1cccc(C(C)O)c1 (stereo not given)	-3%
50	COc1ccc(-c2nnn(CC(=O)c3ccccc3)n2)cc1OC	-6%
51	CC(=O)/C=C(/C)NC(Cc1c[nH]c2ccccc12)C(=O)O (stereo not given)	-2%
52	CS(=O)(=O)N(CC(=O)NCCSc1ccc(Cl)cc1)c1ccc2c(c1)OCO2	-1%
53	COc1ccccc1N(CN1CCCC1=O)C(=O)c1c(F)cccc1F	-2%
54	Cn1nc(C(=O)NCc2ccccn2)c2ccccc2c1=O	-6%
55	COC(=O)[C@@]1(Cc2ccc(F)cc2)[C@H]2c3cc(C(=O)N(C)C)n(Cc4ccc(C)c(F)c4F)c3C[C@H]2CN1C(=O)c1ccccc1	3%
56	CCCCC(CC)CNC(=O)c1ccc2c(c1)OCO2 (stereo not given)	-2%
57	Cc1cc(C)cc(NS(=O)(=O)c2ccc3[nH]c(=O)[nH]c3c2)c1	-4%
58	CC(C)CNC(=O)c1cc(-c2ccco2)on1	-5%
59	C=CCn1c(SCC(=O)N2CCN(C(=O)c3ccco3)CC2)nc2sc(CC)cc2c1=O	-4%
60	Nc1nc(CN2CCN(Cc3ccc4c(c3)OCO4)CC2)nc(Nc2ccccc2)n1	-5%
61	N#CN=C1CCCCCN1CC(N)=O	14%
62	O=S(=O)(NCCC1=CCCCC1)c1cccc(S(=O)(=O)N2CCOCC2)c1	13%
63	COc1ccc(CNC(=O)C2CSCCS2)cc1 (stereo not given)	-5%
64	CCCc1ccc(Oc2c(-c3ccc(O)c(C)c3O)n[nH]c2C)cc1	8%
65	Cc1cccc(CNc2ncncc2-c2cccc(C#N)c2)c1	9%
66	COc1ccc(CC(=O)OCc2nnc(C3COc4ccccc4O3)o2)cc1OC (stereo not given)	11%
67	COc1ccc(-n2c(=O)c(-c3cccs3)nc3cnc(Oc4ccccc4)nc32)cc1	-1%
68	CC1=C(C(=O)OC(C)C)C(c2cccnc2)C2=C(CCCC2=O)N1 (stereo not given)	5%
69	COCC(=O)N1CCC2(CCCN(Cc3ccccc3OC)C2)CC1	0%
70	CCOC(=O)c1[nH]c(C)c(C(=O)Nc2cc(OC)ccc2OC)c1C	-2%
71	COc1ccc(CC(=O)N2CC(=O)N(CCc3ccccc3)C(=O)C2)cc1	8%
72	COc1ccc(-n2c(Cc3cccn3C)nnc2SCC(=O)Nc2nc(C)cs2)cc1	10%
73	CCOc1cc(C2NC(=O)N(C)C(C)=C2C(=O)OC)cc(Br)c1O (stereo not given)	-5%
74	C[N@@+]1(Cc2ccc(Cl)c(Cl)c2)CCC[C@@H]1c1ccc[n+](Cc2ccc(Cl)c(Cl)c2)c1	-4%[5.75 µM]
75	Cn1cnc([N+](=O)[O-])c1Sc1ncnc2nc[nH]c12	10%

# Next section.
No.	mol	AmpC inh det
76	CCn1cc(C(=O)NCc2ccc3c(c2)OCO3)c(=O)c2cc(S(=O)(=O)N3CCOCC3)ccc21	-1%
77	CN(C)C(=O)Cn1c(SCC(=O)NC2CCCCC2)nc2ccccc21	-3%
78	COc1cccc(NC(=O)CSc2ccccn2)c1	0%
79	COc1ccc(C(=O)n2c(-c3ccco3)nc3ccccc32)cc1	-7%
80	O=C(NCc1ccccc1F)c1cccs1	1%
81	CCc1nnc(NC(=O)CCC(=O)NCC2CCCO2)s1 (stereo not given)	0%
82	CN(C)CCN=Cc1c(O)n(-c2cccc3ccccc23)c(=O)[nH]c1=O	-10%
83	O=C1c2[nH]nc(-c3ccccc3O)c2C(c2cccc(Cl)c2)N1CC1CCCO1 (stereo not given)	-2%
84	COc1ccccc1N1CCN(Cc2cc(Br)c(O)c3ncccc23)CC1	17%
85	CC1CCN(CC[C@H]2CCCN2S(=O)(=O)c2cccc(O)c2)CC1	-1%
86	O=C(CSc1nnc(CNC(=O)c2c(F)cccc2Cl)o1)NCc1ccc2c(c1)OCO2	11%
87	Cc1ccc(CC(=O)Nc2nncs2)cc1	9%
88	O=C(CSCc1cnn(-c2ccccc2)c1-n1cccc1)NCC1CCCO1 (stereo not given)	-1%
89	Cc1nc(CNS(=O)(=O)c2cc(F)ccc2F)cs1	-3%
90	CCOC(=O)CC(=O)CSc1nnc2c(n1)[nH]c1ccccc12	-2%

# Taken from above:
# O=C(NCc1ccccc1F)c1cccs1 – AmpC inh det = 1%
# O=C(CSCc1cnn(-c2ccccc2)c1-n1cccc1)NCC1CCCO1 (stereo not given) – AmpC inh det = -1%
# COc1cccc(NC(=O)CSc2ccccn2)c1 – AmpC inh det = 0%
# Cc1ccc(CC(=O)Nc2nncs2)cc1 – AmpC inh det = 9%
# O=C1c2[nH]nc(-c3ccccc3O)c2C(c2cccc(Cl)c2)N1CC1CCCO1 (stereo not given) – AmpC inh det = -2%
# CCn1cc(C(=O)NCc2ccc3c(c2)OCO3)c(=O)c2cc(S(=O)(=O)N3CCOCC3)ccc21 – AmpC inh det = -1%

# The main list resumes, starting 5 compounds before the break.
No.	mol	AmpC inh det
86	O=C(CSc1nnc(CNC(=O)c2c(F)cccc2Cl)o1)NCc1ccc2c(c1)OCO2	11%
87	Cc1ccc(CC(=O)Nc2nncs2)cc1	9%
88	O=C(CSCc1cnn(-c2ccccc2)c1-n1cccc1)NCC1CCCO1 (stereo not given)	-1%
89	Cc1nc(CNS(=O)(=O)c2cc(F)ccc2F)cs1	-3%
90	CCOC(=O)CC(=O)CSc1nnc2c(n1)[nH]c1ccccc12	-2%
91	Cc1nc2[nH]c(=O)c3c(n2n1)NC1=C(C(=O)CC(C)(C)C1)C3c1ccccc1 (stereo not given)	-3%
92	COC(=O)NCC(c1cccnc1)N1CCN(c2ccccc2F)CC1 (stereo not given)	9%
93	COc1ccc2[nH]cc(C(=O)CN3CCN(C/C=C/c4ccccc4)CC3)c2c1	-3%
94	CCc1ccc(NC(=O)CSc2nc3cc(C(=O)OC)ccc3c(=O)n2Cc2ccco2)cc1	1%
95	O=C(NCCCN1CCCCC1)c1ccc2c(c1)NC(=O)C(N1CCCCC1)S2 (stereo not given)	-4%
96	COCCn1c(C)cc(C(=O)CSc2nnc(C)s2)c1C	1%
97	CCN1CCN(C(c2cc(OC)c(OC)c(OC)c2)c2nnnn2C(C)C)CC1 (stereo not given)	1%
98	COC1(OC)N=C(N)C2(C#N)C(c3ccc(C)cc3)C12C#N (stereo not given)	-1%
99	O=c1[nH]cnc2c1C1(CCCC1)Cc1ccccc1-2	5%
100	CS(=O)(=O)Nc1ccccc1C(=O)Nc1ccc2c(c1)OCCO2	-1%
101	CCOC(=O)N1CCN(c2c(NCc3cccs3)c(=O)c2=O)CC1	11%
102	O=C(Nc1ccccn1)[C@@H]1CCC(=O)N1C(=O)OCc1ccccc1	-2%
103	COc1cc(NS(=O)(=O)c2ccc(OC)c(OC)c2)cc(OC)c1	-5%
104	O=C(Nc1ccc(Cc2ccc(NC(=O)N3CCOCC3)cc2)cc1)N1CCOCC1	-2%
105	CCCNC(=O)CN(C)C(=O)c1n[nH]c2ccccc12	0%
106	CN(C)CCNC(=O)c1ccc(COCC(F)(F)F)cc1	-1%
107	COC(=O)c1cc(NC(=O)Cn2c(=O)cnc3ccccc32)cc(C(=O)OC)c1	-4%
108	COCC(=O)Nc1cc(OC)ccc1OC	-11%
109	CN(Cc1ccccc1)c1nc2c(c(=O)[nH]c(=O)n2C)n1CCCc1ccccc1	-7%
110	Brc1ccc(-c2nn3c(-c4ccccn4)nnc3s2)o1	-2%
111	COC(=O)C1=C(C)Nc2ncnn2C1c1ccc(C)o1 (stereo not given)	6%
112	N#Cc1nc(COc2ccccc2)oc1NCCCn1ccnc1	0%
113	O=C1c2cccnc2C(O)N1Cc1ccccc1 (stereo not given)	-2%
114	Cc1cc(=O)[nH]c(Nc2cccc(C(F)(F)F)c2)n1	-7%
115	CCCN1C(=O)c2cc(C(=O)NC3CCCC3)ccc2C1O (stereo not given)	13%
116	O=C(NCc1ccco1)C1CCCN(S(=O)(=O)c2ccc(-n3cnnn3)cc2)C1 (stereo not given)	5%
117	COc1ccc(OC)c(C2CC(=O)N3CN(c4cccc(Cl)c4)CSC3=C2C#N)c1 (stereo not given)	8%

# Screen by screen, quoted from above:
# Compounds 108 to 117 in AmpC inh det read -11%, -7%, -2%, 6%, 0%, -2%, -7%, 13%, 5%, 8%
